MCF10A rerep – A quantitative high throughput screen for small molecules that induce DNA re-replication in MCF 10a normal breast cells; MCF 10A DNA re-replication, Hoechst nuclear intensity, 48 h; Potency, µM (doses to about 46.1 µM), for the others: at the top dose activity, positive = re-replication, usual class: activators; 350,000 tested, 2.9% active; AID 624296, 2012; further: potency means the concentration at half of the fitted maximal effect; % of control where 0% means no effect; nearly all actives have a fitted effect of over 50% in size
SW480 rerep – A quantitative high throughput screen for small molecules that induce DNA re-replication in SW480 colon adenocarcinoma cells. Potency, µM (highest dose often 46.1 µM), for the others: at the highest dose re-replication activation, most hits filed as activators. 340,000 tested, 1.8% active. SW480 DNA re-replication, Hoechst DNA content imaging, 48 h; further: potency means the concentration at half of the fitted maximal effect; % of control where 0% means no effect; nearly all actives have a fitted effect of over 55% in size
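Image-based read-out: total Hoechst fluorescence of nuclei (405 nm excitation, 500-530 nm emission), with hits raising the fraction of high-intensity nuclei. SW480 colon cells incubated 48 hr with compounds at 37 C.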
ATXN2 expr inh – Primary qHTS for Inhibitors of ATXN expression; HEK-293 ATXN2-luciferase reporter, luminescence, 24 h; Potency, µM (top dose mostly 57 µM), for the others: at the highest dose activity change, negative = inhibition, usual class: inhibitors; 360,000 tested, 0.72% active; AID 1745845, 2022; further: potency means the concentration at half of the fitted maximal effect; on the % scale 0 is the no-effect control and ±100 the full control effect; nearly all actives have a fitted effect of over 55% in size
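ATXN2-luciferase reporter cells (luciferase flanked by upstream and downstream ATXN2 gene portions) were treated 24 h at 37 °C with compounds at up to 57 uM. SteadyGlo luminescence gave expression; GF-AFC fluorescence gave viability.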
HT1080NT lethal – qHTS for induction of synthetic lethality in tumor cells producing 2HG: qHTS for the HT-1080-NT fibrosarcoma cell line | HT-1080-NT fibrosarcoma viability, CellTiter-Glo ATP luminescence, 48 h | Potency, µM (top dose mostly 46.1 µM), for the others: at the highest dose activity, negative = less viability, most hits filed as cytotoxic | 360,000 tested, 1.6% active | AID 686970, 2013;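 further: NT is the 2HG producing partner of a matched IDH1 knockdown line; potency means the concentration at half of the fitted maximal effect; 0% = DMSO-treated cells and -100% = media-only wells without cells; nearly all actives have a fitted effect of over 55% in size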
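Read-out is CellTiter-Glo luminescence after 10 minutes at room temperature, following 48 hours' compound treatment of HT-1080-NT cells (750 cells/well, RPMI, 5% FBS, 37 degrees C).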
HT1080 IDH1KD tx – qHTS for induction of synthetic lethality in tumor cells producing 2HG: qHTS for the HT-1080-IDH1KD cell line; HT-1080 IDH1 knockdown viability, ATP luminescence, 48 h; Potency, µM (series often up to 46.1 µM), for the others: at the top dose activity, negative = toxicity, usual class: cytotoxic; 360,000 tested, 2% active; AID 686971, 2013;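 further: potency means the concentration at half of the fitted maximal effect; 0% = DMSO wells and -100% = cell-free medium wells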
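Assay cells: HT-1080 with IDH1 knockdown, 750 per well, RPMI/5% FBS. Exposure: 48 h at 37 °C following 2 h pre-incubation. Read: CellTiter-Glo luminescence; fitted concentration-response, curve class assigned.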
KB-3-1 tox – qHTS assay for MDR1-selective chemotherapeutics: Primary screen using the parental adenocarcinoma cell KB-3-1; KB-3-1 viability, CellTiter-Glo ATP luminescence, 72 h; Potency, µM (doses to about 46.1 µM), without a hit: top-dose activity change, negative = cytotoxic, usual class: cytotoxic; 400,000 tested, 1.4% active; further: potency means the concentration at half of the fitted maximal effect; on the % scale 0 is the no-effect control and ±100 the full control effect; nearly all actives have a fitted effect of over 60% in size
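Multi-concentration cytotoxicity screen in KB-3-1 cells grown in DMEM lacking phenol red with 10% FBS. After 72 h at 37 °C with compound, ATP-dependent luminescence was recorded.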
HepG2 viability – qHTS for Inhibitors of TGF-b: Cytotox Counterscreen | HepG2 CAGA-GFP viability, ATP luminescence, 18 h | Potency, µM (top dose mostly 46.1 µM), for inactives: at the top dose activity change, negative = cytotoxicity, hits mostly cytotoxic | 410,000 tested, 0.76% active | AID 588856, 2011; further: potency means the concentration at half of the fitted maximal effect; some results filed as inactive show a strong effect at the top dose
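HepG2 CAGA-GFP cells (1000/well, DMEM with 1% FBS) received compound, then TGF-beta at 500 pg/mL final, and were incubated 18 hours at 37 degrees C. Viability was read by CellTiter-Glo luminescence. Media-only wells were set as complete cell-killing and DMSO as no toxicity.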
ATXN viability – Viability Counterscreen for Primary qHTS for Inhibitors of ATXN expression; S2 cells (HEK-293 line with an ATXN2-luciferase reporter) viability, CellTiter-Fluor protease fluorescence, 24 h; Potency, µM (highest dose often 56.7 µM), actives largely listed as cytotoxic; 400,000 tested, 0.49% active; further: potency means the concentration at half of the fitted maximal effect; nearly all actives have a fitted effect of over 40% in size
IL1B secr inh – qHTS for Inhibitors of Inflammasome Signaling: IL-1-beta AlphaLISA Primary Screen | THP-1 LPS/ATP IL-1B secretion, AlphaLISA, 16 h; active compounds read low | activity change, % at 57.5 µM | 360,000 tested, 4.7% active | AID 743279, 2014; in the data active means activity change below about -50%; inconclusive means mostly about -30% to -49%; further: on the % scale 0 is the no-effect control and ±100 the full control effect
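Secreted IL-1B measured by AlphaLISA bead assay after 16 h compound exposure of THP-1 cells; compounds (final up to 57.5 uM) added 1 h before LPS (250 ng/mL) and ATP (1.25 mM) stimulation; lower signal means less secretion.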
The depositor's hits bear a star; i = inactive; u = inconclusive; x = no result given; [ ] = another dose, or the depositor's remark. Unless noted, the call rests on the fitted dose curve; in most records, active means well fitted curve in the direction sought with a large enough effect; inconclusive means small, poorly fitted or top-dose-only effect, or another doubt; inactive means no such curve, though single readings can be large; an effect the other way counts as inactive or inconclusive.

SMILES	MCF10A rerep	SW480 rerep	ATXN2 expr inh	HT1080NT lethal	HT1080 IDH1KD tx	KB-3-1 tox	HepG2 viability	ATXN viability	IL1B secr inh
CCOC(=O)c1ccccc1NC(=O)C(=O)Nc1ccc2nc3n(c(=O)c2c1)CCCCC3	x	x	u	x	x	8%	5%	u	x
CN(C)CCNC(=O)CNC(=S)N(Cc1ccccc1)Cc1cccnc1	-7%	-3%	-6%	7%	14%	1%	81%	i	10
CN(Cc1ccccc1)C(=O)c1[nH]cnc1C(=O)Nc1ccccc1F	x	x	13%	18%	17%	26%	-16%	i	2
Cc1ccc2[nH]c3c(=O)n(CCN4CCOCC4)cnc3c2c1	-10%	-14%	34%	-14%	-16%	4%	5%	i	-3
COc1ccc(OC)c(CN2C(=O)c3ccccc3C2c2nnnn2-c2ccc3c(c2)OCCO3)c1 (configuration not stated)	x	x	3%	u	u	4.6µM*	x	i	68
CCN(c1ccccc1)c1nc(=O)c2cccnc2s1	8%	-34%[inhibitor]	5%	6%	-3%	12%	9%	x	13
COC(=O)CCCCCCCCC(=O)Nc1nc2ccccc2s1	16%	-4%	4%	0%	-14%	1%	-26%	i	0
COc1ccc(-c2csc(C(O)c3ccccc3)n2)cn1 (configuration not stated)	x	x	18%	1%	-1%	0%	-13%	i	8
CC(=O)c1cc2c(cc1NC(=O)CN1CCC(Cc3ccccc3)CC1)OCO2	16%	1%	-10%	-1%	-3%	-2%	-4%	i	19
CN(C)c1ccc(C(=S)N2CCN(C(=S)Nc3ccc(Cl)cc3)CC2)cc1	11%	3%	10%[11.3 µM]	-1%	1%	-3%	0%	i	-12
N#Cc1ccc(-c2ccccc2)nc1Sc1ccc(F)cc1	u	0%	-4%	9%	-4%	-17%	6%	i	4
C=CC[C@@H](CC(=O)N[C@@H](CO)Cc1ccccc1)C(=O)NC[C@@H](OC(=O)[C@@H](CC=C)Cc1ccc(F)cc1)c1ccccc1	-11%	18%	u	1%	-5%	3%	-1%	u	12

Continued; it opens with the two that closed the last part.
SMILES	MCF10A rerep	SW480 rerep	ATXN2 expr inh	HT1080NT lethal	HT1080 IDH1KD tx	KB-3-1 tox	HepG2 viability	ATXN viability	IL1B secr inh
N#Cc1ccc(-c2ccccc2)nc1Sc1ccc(F)cc1	u	0%	-4%	9%	-4%	-17%	6%	i	4
C=CC[C@@H](CC(=O)N[C@@H](CO)Cc1ccccc1)C(=O)NC[C@@H](OC(=O)[C@@H](CC=C)Cc1ccc(F)cc1)c1ccccc1	-11%	18%	u	1%	-5%	3%	-1%	u	12
CCN(CC)C(=O)CSc1nc(C)cc(C)n1	0%	-1%	-21%	6%	3%	7%	3%	u	27
COC(=O)c1c(NS(=O)(=O)c2ccc(C)cc2)sc2c1CCC(C)C2 (configuration not stated)	u	-6%[9.22 µM]	6%	-26%	u	-29%	-51%	i	5
COCCNC(=O)c1onc(CSc2ccncc2)c1C(=O)NCCOC	-30%	9%[9.22 µM]	-9%	1%	-1%	-8%	-1%	i	16
O=S1(=O)C[C@H]2NC(=S)N(c3ccccc3)[C@H]2C1	-1%	1%	9%	9%	3%	0%	-3%	i	2
Cc1ccc(NC(=S)N2CCN(c3ccccn3)CC2)c(C)c1	2%	-4%	1%	1%	0%	u	-7%	i	-17
COc1cccc(CC2CC(=O)N(CCc3ccc4c(c3)OCO4)C2=O)c1 (configuration not stated)	5%	0%	1%	-7%	2%	0%	-12%	i	-8
O=C(OCc1ccccc1)N1C=CCC[C@@H]1c1c(Cl)cccc1Br	x	x	2%	-4%	4%	-1%	-15%	i	0
COc1ccc(C(=O)NCCN=C2NS(=O)(=O)c3ccccc32)cc1	6%	-5%	-3%	-2%	-8%	30%	-10%	i	29
O=[N+]([O-])c1ccc(/C=N/Nc2ccnc3cc(Cl)ccc23)o1	12%	3.7µM*	-27%	u	u	-24%	20µM*	u	-94*
Cc1ccc(NC(=O)CN2C(=O)C3CC=C(Cl)CC3C2=O)cc1 (configuration not stated)	-1%	1%	-6%	20%	17%	2%	-38%	i	-10
Cc1ccc(NC(=O)CCNS(=O)(=O)c2ccc3[nH]c(=O)oc3c2)c(Cl)c1	x	x	1%	20%	3%	9%	-1%	i	9
NC(=O)COC(=O)CNC(=O)c1ccc(Cl)cc1	-1%	-1%	9%	13%	15%	7%	-1%	i	0
O=C(CCOc1ccccc1)NCc1ccccc1	1%	-4%	13%	-2%	9%	8%	-5%	i	-3
Cc1[nH]nc(-c2ccc(OCc3cnn(-c4ccccc4)c3)cc2O)c1Oc1ccccc1F	2%	15%	-14%	u	u	u	-57%	i	27
COc1cc(C(=O)NC2CC(C)(C)CC(C)(C)C2)ccc1OC1CCN(C(C)=O)CC1	9%	2%	-6%	-8%	-6%	-10%	-8%	i	3
Cc1ccc(C)c(S(=O)(=O)N2CCN(C(C(=O)Nc3ccc(F)cc3)c3ccccc3)CC2)c1 (configuration not stated)	5%	14%	-12%	-1%	-17%	-13%	-14%	i	-17
Cc1ccc(C)c(N2CCN(C(=O)CCc3nc(-c4ccccc4C)no3)CC2)c1	u	-2%	-15%	1%	0%	2%	-9%	i	14
CC(=O)Nc1ccc(OCC[n+]2cccc(C(N)=O)c2)cc1	-3%	3%	-2%	7%	8%	0%	-11%	i	-4
OC[C@@H]1CCCN1Cc1nc(-c2cccs2)no1	-1%	6%	13%	6%	11%	16%	0%	i	22
O=C(Nc1cccc2ccccc12)NC1CCCCC1	-1%	-7%	-9%	30%	12%	17%	20%	i	-6
CCCN=C1N(C)C[C@@H]2[C@@H]3C(=O)N(Cc4ccccc4)C(=O)[C@@H]3[C@](CC)(C(=O)OC)N12	8%	u	2%	-3%	-4%	0%	-10%	i	-13
COc1ccc(C)cc1Nc1nc(C)nc2c1oc1ccccc12	u	u	-20%	4%	0%	-7%	-1%	i	13
CN(C)c1nc2ncn(Cc3ccccc3)c2c(=O)[nH]1	3%	-8%	5%	6%	3%	15%	-1%	i	2
CCOC(=O)c1c(N)sc2c1C1CCN2CC1	2%	-3%	5%	2%	-1%	4%	-4%	i	-12

SW480 rerep: hit marks shown above.
compound,SW480 rerep,IL1B secr inh
O=[N+]([O-])c1ccc(/C=N/Nc2ccnc3cc(Cl)ccc23)o1,3.7µM*,-94*

Remaining list, next part
SMILES	MCF10A rerep	SW480 rerep	ATXN2 expr inh	HT1080NT lethal	HT1080 IDH1KD tx	KB-3-1 tox	HepG2 viability	ATXN viability	IL1B secr inh
O=C(c1ccc(N2CCCS2(=O)=O)cc1)N1CCN(c2ccc(F)cc2)CC1	-23%	-24%	-2%	-22%	u	-27%	-1%	i	-4
C=CCOc1c(Br)cc(/C=C2/C(=O)ON=C2C)cc1OC	27%	21%	-8%	-11%	-3%	0%	-1%	i	-1
CCCCCc1nnc(NC(=O)Cn2cnc3ccccc3c2=O)s1	3%	x	-5%	6%	7%	u	1%	i	11
O=C(c1cccc(OC2CCN(Cc3ccc(F)cc3Cl)CC2)c1)N1CCCC1	3%	-2%	-22%	-12%	-3%	-22%	-27%	i	14
CC(=O)c1c(C)nc2ccc([N+](=O)[O-])cc2c1-c1ccccc1	-1%	-2%	-6%	-12%	-12%	-17%	2%	i	-14
NC(=O)CSCc1ccc(Br)cc1	3%	-5%	2%	-2%	-4%	0%	14%	i	0
C/C(CCc1ccc2c(c1)OCO2)=N\NC(=O)c1ccc(C)cc1C	9%	-1%	-2%	-9%	-3%	20%	-25%	i	-10
COc1ccccc1NC(=O)C[n+]1ccccc1	0%	-143%[inhibitor]	6%	6%	1%	2%	-20%	i	34
Cc1ccc(C(=O)NN2C(=O)C3C4C=CC(C5CC45)C3C2=O)cc1 (configuration not stated)	-2%	0%	-8%	-1%	5%	8%	-4%	i	16
CC(=O)C1=C(O)C(=O)N(c2ccc(S(N)(=O)=O)cc2)C1c1cccc([N+](=O)[O-])c1 (configuration not stated)	4%	0%	-3%	1%	-1%	13%	5%	i	31
NCCC(O)(P(=O)(O)O)P(=O)(O)O	1%	-5%	12%	x	x	x	x	i	x
COc1ccccc1CC(=O)NCc1csc(-c2cccs2)n1	u	-39%[inhibitor]	52%[activator]	7%	-9%	1%	6%	i	x
O=C(Nc1c2c(nn1-c1cccc(Cl)c1)CS(=O)(=O)C2)C1CC1	1%	-31%[inhibitor]	-6%	2%	-1%	4%	-8%	i	i
Cc1cc(Cl)ccc1OCC(=O)NC(=S)Nc1ccc(Cl)cn1	0%	-5%	22%	2%	20%	7%	8%	i	8
CC(=O)Nc1ccc(/C=N/NC(=O)c2cc3ccccc3nc2C)cc1	4%	-6%	0%	14%	4%	1%	2%	i	3
O=c1c(C(c2ccc(Cl)cc2)c2c(O)nc3n(c2=O)CCS3)c(O)nc2n1CCS2	-1%	-9%	x	-14%	-5%	0%	-16%	i	-11
O=C(NNC(=O)c1ccccc1Cl)c1cc2cc(OC(F)(F)F)ccc2[nH]1	0%	-1%	-25%	-2%	-4%	6%	-17%	i	-1
O=S(=O)(c1cccs1)N1CN(C2CCCCC2)c2nc3ccccc3nc21	-2%	u	3%	-23%	-11%	20%	-1%	i	u
Cc1ccc(S(=O)(=O)/N=C(/Nc2c(C)n(C)n(-c3ccccc3)c2=O)c2ccc(Cl)cc2)cc1	0%	-5%	-11%	3%	7%	3%	2%	i	-7
CCC(C)c1ccccc1NC(=O)COC(=O)C1=NN(c2ccccc2)C(=O)CC1 (configuration not stated)	-9%	-2%	7%	6%	2%	x	0%	u	9
C=CCNC(=O)Nc1ccc(OCC)cc1	-3%	-7%	6%	3%	11%	-4%	-11%	i	-3

From PubChem BioAssay

No enrichment for hits; 8.9% or so of the library scored in one or more.
